RAD54 inh: RAD54 (human) branch migration inhibition. Q92698. RAD54 Holliday junction branch migration, FAM/BHQ fluorescence. inhibition, % at 10.4 µM. 360,000 compounds, 0.14% hits. AID 602329;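 active = mean normalized replicate activity at least 40 and at least half of replicates scoring 40 or more; inconclusive = only one of the two criteria met; inactive = mean below 40 and under half of replicates reaching 40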;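 also: 0% = median of neutral control wells and 100% = median of positive control wells; inhibitors cause a drop in the FAM fluorescence signal; in these data hits start at about 50%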
PglD DTNB: PglD (C. jejuni) enzyme inhibition | purified PglD enzyme, DTNB colorimetric CoA detection | inhibition, % at 12.5 µM | 360,000 compounds, 0.098% hits; in the data active = inhibition above about 16%, passing the limit was not always enough; inconclusive = no clear call, values can overlap the other calls; also: strong numbers were not always called active
Cneo AK release: Cryptococcus neoformans lysis via adenylate kinase release. lysis activity, % at 15 µM. 360,000 compounds, 0.2% hits. AID 651654. C. neoformans lysis, adenylate kinase release luminescence, 4 h; normalised: neutral wells 0, clomiphene wells 100;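 active = mean lysis activity across replicates of at least 80%, whatever share of replicates individually reach that level; inactive = mean lysis activity below 80%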
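Assay system: log-phase C. neoformans yeast / Quantity: yeast cell density of 5 × 10^6 cells/mL / Medium: fresh YPD growth medium / Compound: single dose / Timing: static 4 h at 37 °C with compound, 1 h detection / Measured by: adenylate kinase release luminescence / Read-out: lysis from increased AK signal / Benchmarks: Clomiphene as positive lysis control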
RAD52 inh: RAD52 (human) annealing inhibition | AID 651710 | inhibition, % at 18.7 µM | 360,000 compounds, 0.46% hits | recombinant RAD52 DNA annealing, FRET fluorescence | P43351;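 active = every replicate showing at least 50% inhibition; inconclusive = mean inhibition at least 50% but not in every replicate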
E-sel inducer: E-selectin induction on HUVECs. activation, % at 7.58 µM. 260,000 compounds, 0.37% hits. P16581. HUVEC E-selectin immunofluorescence imaging; normalized: neutral wells 0, TNF-alpha wells 100;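 active = mean E-selectin-positive cell signal at least 10% of the positive control, reached in at least 60% of replicates, without over 20% cell loss; inconclusive = no rule given, readout overlaps actives, possibly toxicity-flagged; inactive = the rest, including those meeting only one limit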;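 also: in these data hits start at about 27%; measured in HUVEC primary endothelial cells; signal is the percent of cells scored E-selectin positive by PE staining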
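Read-out basis: % PE-positive cells; Test system: HUVEC primary endothelial cells; Technique: immunofluorescence imaging; Dosing: single-point compound dose.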
PGC1a acetyl inh: PGC1a acetylation modulation, inhibitor mode; inhibition, % at 15.6 µM; 350,000 compounds, 0.17% hits; U2OS PGC1a acetylation, AlphaScreen anti-acetyl-lysine; with virally co-expressed GCN5 acetyltransferase;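 active = every replicate shows inhibition of at least 40%; inconclusive = mean inhibition at least 40% but some replicate below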;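 also: 0% = neutral control wells and 100% = positive control wells; some results beyond the cut were filed as inactive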
miR-122 sensor: blocks miR-122 activity in Huh7 sensor cells; Huh7 miR-122 Renilla luciferase sensor, 48 h; neutral wells = 0, positive control = 100; activation (reporter increase), % at 12.5 µM; 340,000 compounds, 0.3% hits; AID 602342;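 active = mean replicate activation score at least 90 and every replicate individually at or above 90; inconclusive = only one of the two criteria met; inactive = neither criterion met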;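 also: higher luciferase means less miR-122 activity so hits act as miR-122 inhibitors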
ERAP1 HTS inh: inhibitors of human ERAP1 aminopeptidase | Q9NZ08 | recombinant ERAP1, Leu-AMC fluorescence, 60 min | inhibition, % at 10.7 µM | 340,000 compounds, 0.15% hits | AID 652197;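 active = mean replicate inhibition of at least 30%, or all replicates individually reaching that 30% level; inactive = mean below 30% and not every replicate reaching it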;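 also: 0% = neutral control wells and 100% = L-leucinethiol positive control wells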
Target sequence (Q9NZ08 whole entry, looked up): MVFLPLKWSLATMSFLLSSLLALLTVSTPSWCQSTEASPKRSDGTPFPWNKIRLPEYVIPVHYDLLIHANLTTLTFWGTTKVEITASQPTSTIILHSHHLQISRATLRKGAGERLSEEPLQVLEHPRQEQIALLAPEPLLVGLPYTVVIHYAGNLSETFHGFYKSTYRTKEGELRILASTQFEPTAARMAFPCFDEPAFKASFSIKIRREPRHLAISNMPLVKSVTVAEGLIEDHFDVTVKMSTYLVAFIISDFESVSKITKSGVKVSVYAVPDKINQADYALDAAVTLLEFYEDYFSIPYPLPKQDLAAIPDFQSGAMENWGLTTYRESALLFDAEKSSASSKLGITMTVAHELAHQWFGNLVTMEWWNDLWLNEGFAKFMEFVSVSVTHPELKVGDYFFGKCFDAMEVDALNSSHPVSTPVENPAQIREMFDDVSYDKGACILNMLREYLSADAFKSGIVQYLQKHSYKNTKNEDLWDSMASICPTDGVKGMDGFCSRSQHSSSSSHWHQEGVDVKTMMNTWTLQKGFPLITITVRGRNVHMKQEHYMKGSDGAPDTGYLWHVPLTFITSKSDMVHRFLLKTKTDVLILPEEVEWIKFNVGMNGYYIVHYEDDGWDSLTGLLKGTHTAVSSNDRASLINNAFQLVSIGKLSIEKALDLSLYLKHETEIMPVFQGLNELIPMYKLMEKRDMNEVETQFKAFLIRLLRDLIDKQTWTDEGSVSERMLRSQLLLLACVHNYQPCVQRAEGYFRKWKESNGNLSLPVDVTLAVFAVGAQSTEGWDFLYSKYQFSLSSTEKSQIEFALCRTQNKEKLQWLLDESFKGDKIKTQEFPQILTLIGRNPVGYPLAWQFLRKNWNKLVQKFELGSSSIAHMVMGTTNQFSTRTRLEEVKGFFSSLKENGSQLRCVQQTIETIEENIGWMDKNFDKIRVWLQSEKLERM
Active calls of the source: *; u = inconclusive; x = no result given; [ ] = dose if it differs, or a comment.

SMILES	RAD54 inh	PglD DTNB	Cneo AK release	RAD52 inh	E-sel inducer	PGC1a acetyl inh	miR-122 sensor	ERAP1 HTS inh
C[C@@H]1CCCCO[C@@H](CN(C)C(=O)Nc2ccccc2)[C@@H](C)CN([C@H](C)CO)C(=O)c2cc(NC(=O)CCCN(C)C)ccc2O1	8.7	-1.1	-3.5	-13.5	-0.1	7.2	7.6[16.7 µM]	1.7
COc1ccccc1Nc1ncnc2c1oc1ccccc12	-4.5	2.5	-3.4	x	x	3.9	2.8	x
O=C(Nc1ccc(N2CCN(C(=O)c3ccco3)CC2)cc1)c1cccc(F)c1	-2.5	-2.6	-0.8	x	x	-3.4	1.5	x
NC(=O)c1ccccc1NC(=O)C1CCCO1 (stereo not given)	-1.0	9.5	-3.8	-11.4	0.1	6.7	0.9	1.4
CCOC(=O)C(C)n1nc(C)c2sc3ccccc3c2c1=O (stereo not given)	-12.7	2.1	0.0	x	x	13.4	1.3	x
CCCNC(=O)c1ccccc1NC(=O)Nc1ccccc1C	-0.7	8.8	0.5	x	x	-5.4	1.2	x
C[C@H](CO)N1C[C@H](C)[C@H](CN(C)S(=O)(=O)c2ccc(C#N)cc2)Oc2ncc(-c3ccc(F)cc3)cc2C1=O	1.3	2.9	0.5	2.1	-0.2	3.4	-4.4[16.7 µM]	1.1
Cc1ccccc1NC(=S)NCCSc1ccc(Cl)cc1	-11.0	4.9	58.5	-3.0	-0.2	9.6	15.6	0.6
COc1ccccc1CCNC(=O)c1nc(-c2cccs2)no1	3.6	3.3	-3.5	-13.4	x	-8.9	1.9	-3.5
COc1ccc([N+](=O)[O-])cc1N(CC(=O)Nc1ccccc1C(=O)NC(C)C)S(C)(=O)=O	-0.6	3.0	-1.6	-51.0	0.3	-0.5	4.0	-4.4
CC1(C)CC(N2CCN(CCO)CC2)=CC(=S)N1	7.7	-0.6	-6.7	-18.1	x	x	-1.1	0.3
Cc1nc(N2CCN(Cc3nc4ccccc4[nH]3)CC2)c2oc3ccccc3c2n1	2.0	-0.7	1.5	x	x	-8.6	-15.1	x
CCc1nc(SCC(=O)Nc2ccc(N(C)C)cc2)n[nH]1	6.8	1.1	-1.1	4.2	9.5	x	x	2.8
Cc1ccc(S(=O)(=O)/N=C/c2c(O)ccc3ccccc23)cc1	-2.0	-1.5	0.1	3.0	x	0.9	-0.3	-2.2
Cc1ccc(N(Cc2ccccc2)C(=O)c2ccc(F)cc2)cc1	11.1	-1.2	-7.7	-32.3	-0.1	x	2.6	3.3
CCn1c(CN2CCN(c3ccc(Cl)cc3)CC2)nc2ccccc21	-4.9	-7.2	-3.1	x	x	10.3	-20.6	x
COc1ccc2[nH]c(=O)c(CN(C(=O)c3ccco3)C3CCCCC3)cc2c1	-2.8	-0.7	2.0	x	x	8.1	-1.4	x
O=C(O)CNC(=S)NCc1ccccc1	-4.4	-4.5	0.6	-9.8	-1.0	x	-2.9	-0.9
CCCCCCCCn1c2c(c(=N)c3c1CCC3)CCCC2	x	x	x	28.0	x	-10.2	-19.6	7.3
C(=N\Nc1nccc(-c2cccnc2)n1)/c1ccccc1	7.7	9.8	-2.3	-9.5	0.2	-3.6	6.0	2.5
COc1ccc(CCN(Cc2ccccn2)C(=S)Nc2ccc(C)cc2)cc1OC	5.9	-2.3	0.7	-26.0	-0.6	6.2	x	0.1
CC(=O)c1ccc(OCc2nnn(CC(=O)NS(=O)(=O)c3ccc(C)cc3)c2-c2ccccc2)cc1	-2.4	-1.3	0.1	-12.8	-0.1	-0.7	0.8	-3.0
O=Cc1cnc(N2CCOCC2)nc1	-2.5	0.4	-1.3	x	x	1.6	-2.0	x
COC(=O)CCNC(=O)c1nn(Cc2ccccc2)c(=O)c2ccccc12	22.7	1.8	-2.7	-20.7	-0.1	x	x	-3.7
O=C(COC(=O)COc1ccc2c(c1)CCC2)Nc1ccccc1	-1.3	-1.5	1.7	-15.8	x	-1.8	-1.5	3.4
CCC(CC)c1nnc(NC(=O)CCCN2C(=O)c3ccccc3C2=O)s1	0.5	2.1	0.1	x	x	3.6	-5.0	x
COCC(=O)Nc1ccc2c(c1)C(=O)N(C)C[C@@H](OC)[C@H](C)CN(C(C)=O)[C@@H](C)CO2	-8.4	-1.0	-1.2	-5.0	0.3	2.8	30.6[16.7 µM]	-2.9
O=C1Nc2ccccc2C1(O)Cc1ccccn1 (stereo not given)	3.3	0.1	3.6	-4.5	-0.2	-4.5	-1.7	x
CO[C@@H]1CN(C)C(=O)c2cc(NC(=O)NC(C)C)ccc2OC[C@@H](C)N(C)C[C@@H]1C	10.2	1.4	1.4	17.0	-0.1	2.7	-1.2[16.7 µM]	-1.1
NC(N)=N/N=C(\N=Nc1ccccc1)c1cccc2cccnc12	x	x	x	14.6	0.1	5.2	4.3	-6.5
CCOc1ccccc1N1CCN(C(=O)c2ccc(NS(=O)(=O)c3ccc4[nH]c(=O)[nH]c4c3)cc2)CC1	6.3	-0.8	0.4	-10.8	-0.4	-8.8	2.3	0.8
C[C@@H]1CN([C@H](C)CO)S(=O)(=O)c2ccc(-c3ccc(C#N)cc3)cc2O[C@@H]1CN(C)C(=O)CN(C)C	1.8	-0.2	5.9	12.5	-0.5	6.3	-15.8[16.7 µM]	1.3
CCn1cc([N+](=O)[O-])c(C(=O)N2N=C(c3cccc4ccccc34)CC2c2ccccc2O)n1 (stereo not given)	7.2	-1.9	-1.4	x	x	0.5	7.2	x
CCCc1ccc(OCc2ccc(C(=O)OC)o2)c(OC)c1	x	x	x	-12.3	x	-13.8	19.1	-0.4
Cc1occc1C(=O)NNC(=S)Nc1cccc([N+](=O)[O-])c1	6.3	-4.5	1.5	-13.5	x	x	x	1.4
Cc1ccc(C)c(S(=O)(=O)NC2CCS(=O)(=O)C2)c1 (stereo not given)	0.7	-4.0	1.1	-0.4	x	-2.3	u	-5.1
O=C(C[C@H]1CC[C@@H](NC(=O)C2CCOCC2)[C@@H](CO)O1)Nc1nccs1	3.5	-2.6	1.0	9.2	0.5	-11.8	x	0.0
C[C@@H]1CCCCO[C@@H](CN(C)C(=O)Nc2ccc(F)cc2)[C@@H](C)CN([C@H](C)CO)C(=O)c2cc(NC(=O)Cc3ccccc3)ccc2O1	-4.0	1.0	-2.2	-49.8	0.3	-0.3	1.8[16.7 µM]	1.6
O=C(CCC(=O)c1cccs1)NCC(c1ccc(F)cc1)N1CCOCC1 (stereo not given)	-6.6	-3.4	-0.3	-12.9	0.0	2.0	7.1	-3.8
CC(=O)N(C)C[C@H]1Oc2cc(-c3ccccc3)ccc2S(=O)(=O)N([C@H](C)CO)C[C@@H]1C	0.5	-3.7	-7.2	8.6	0.4	-2.4	-2.1[16.7 µM]	-1.1
COC(=O)N/N=C/c1cc(Cl)c(OCc2ccc(F)cc2)c(OC)c1	-4.3	-4.8	1.4	x	x	-1.0	0.2	x
O=C(N1CCOCC1)N1CCN(Cc2ccccc2)CC1	6.4	-1.6	3.3	-16.4	x	-5.5	0.3	1.6
N/C(=N/O)c1nc(N2CCCCC2)nc(N2CCCCC2)n1	10.9	1.0	-1.4	x	x	-10.8	4.3	x
C=CCN(c1ccccc1)S(=O)(=O)c1cccc(C(=O)NNC(=O)c2ccccc2O)c1	5.6	-6.0	-0.1	-14.2	0.6	x	4.2	-0.9
O=C(Cn1cnc2cc([N+](=O)[O-])ccc2c1=O)Nc1ccccc1-c1ccccc1	2.9	5.0	1.1	-22.0	4.9	-5.9	-2.3	-3.3
CCOC(=O)c1c(NC(=O)CSc2ncccn2)sc(C(=O)NC)c1C	x	x	x	-5.6	x	8.8	-10.1	1.0
N#Cc1ccc(NC(=S)NCCN2CCOCC2)cc1	1.0	-2.5	2.0	-9.7	x	x	-2.4	-2.8
COCCSc1ccccc1C(=O)Nc1ccc(S(=O)(=O)N2CCOCC2)cc1	-9.3	1.3	-1.3	-14.8	0.0	x	x	0.5

Continued; the last 3 above are carried over.
SMILES	RAD54 inh	PglD DTNB	Cneo AK release	RAD52 inh	E-sel inducer	PGC1a acetyl inh	miR-122 sensor	ERAP1 HTS inh
CCOC(=O)c1c(NC(=O)CSc2ncccn2)sc(C(=O)NC)c1C	x	x	x	-5.6	x	8.8	-10.1	1.0
N#Cc1ccc(NC(=S)NCCN2CCOCC2)cc1	1.0	-2.5	2.0	-9.7	x	x	-2.4	-2.8
COCCSc1ccccc1C(=O)Nc1ccc(S(=O)(=O)N2CCOCC2)cc1	-9.3	1.3	-1.3	-14.8	0.0	x	x	0.5
CCC(=O)N[C@H]1CC[C@@H](CC(=O)NCC2CCCCC2)O[C@H]1CO	-1.6	1.7	0.9	-2.6	0.1	4.0	-18.0[16.7 µM]	0.5
CC(NC(=O)COC(=O)c1cc(=O)c2ccccc2o1)c1ccccc1 (stereo not given)	-5.8	-3.0	-0.1	-10.5	0.1	7.4	2.4	-1.3
CC(=O)Nc1ccc(NC(=O)C(Cc2ccccc2)NC(=O)C2CCC(C)CC2)cc1 (stereo not given)	1.0	3.1	-1.0	x	x	1.8	-1.5	x
Cc1nc2ccc(S(=O)(=O)Nc3ccc(-c4nc5cccnc5s4)cc3)cc2s1	-8.0	-2.9	0.4	-72.5	x	x	x	-8.0
Cc1ccc(S(=O)(=O)Nc2ccc3c(c2)C(=O)N([C@@H](C)CO)C[C@@H](C)[C@@H](CN(C)S(C)(=O)=O)O3)cc1	1.0	1.4	-2.2	-7.8	-0.1	3.3	-5.4[16.7 µM]	-1.7
C[C@H]1CN([C@@H](C)CO)C(=O)c2cccc(NS(C)(=O)=O)c2O[C@@H]1CN(C)Cc1ccc(-c2ccccc2)cc1	2.7	0.9	111.2*	5.3	0.0	-1.2	24.1[16.7 µM]	-1.6
N#C/C(=C\c1ccc(-c2cccc([N+](=O)[O-])c2)o1)C(=O)Nc1nc(-c2cccs2)cs1	-1.5	-1.3	-1.3	-7.6	x	2.3	1.3	-2.0
COCc1cc(C)nc2sc(C(=O)Nc3ccccc3OC)c(N)c12	6.5	3.7	3.5	-13.6	0.1	15.0	-2.9	-3.2
COc1ccc(Cl)cc1-c1nc(SCC(=O)NCC2CCCO2)n[nH]1 (stereo not given)	-2.0	2.0	-2.3	-10.3	0.7	-9.3	-1.1	1.8
COc1ccc(C(=O)NCCS(=O)(=O)NC(C)c2ccccc2)cc1 (stereo not given)	-3.2	-4.8	-2.2	-0.3	-1.5	x	x	0.8
CCOC(=O)CN1NC2(CCC(C(C)(C)C)CC2)NC1=S (stereo not given)	-1.0	1.8	1.3	x	x	-8.0	-8.5	x
O/N=C1\CC/C(=N\O)c2nn(-c3ccc(Cl)cc3Cl)nc21	2.3	-1.4	18.3	5.7	x	x	-1.0	-5.6
Cc1cccc(C)c1NC(=O)CN(C)C(=O)Cc1cccc(C(F)(F)F)c1	14.3	3.0	-1.8	-14.2	0.0	x	x	2.5
CCN1CCN(c2ncnc3sc(C(=O)Nc4ccccc4F)c(C)c23)CC1	-7.6	-0.9	1.8	x	x	-14.6	2.4	x
O=C(c1ccccc1)N(Cc1ccc(F)cc1)Cc1nc2ccccc2c(=O)[nH]1	-0.7	0.9	-1.5	x	x	-7.2	5.7	x
COC(=O)c1ccccc1NC(=O)COC(C)=O	-0.2	6.7	1.5	x	x	-5.3	-6.2	x
